From PubChem BioAssay
CHRM5 PAM: potentiates acetylcholine response at human M5 receptor; activation, % at 3 µM; AID 624038; CHO-K1 hM5, Fluo-8 calcium, ACh EC20 PAM; 0% = ACh EC20, 100% = ACh EC100; actives 0.3% (n = 360,000);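 active means activation above the run cutoff, the mean activation of all test compounds plus 3 SD, cut at about 18% in these data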
Target sequence (P08912 whole entry, looked up): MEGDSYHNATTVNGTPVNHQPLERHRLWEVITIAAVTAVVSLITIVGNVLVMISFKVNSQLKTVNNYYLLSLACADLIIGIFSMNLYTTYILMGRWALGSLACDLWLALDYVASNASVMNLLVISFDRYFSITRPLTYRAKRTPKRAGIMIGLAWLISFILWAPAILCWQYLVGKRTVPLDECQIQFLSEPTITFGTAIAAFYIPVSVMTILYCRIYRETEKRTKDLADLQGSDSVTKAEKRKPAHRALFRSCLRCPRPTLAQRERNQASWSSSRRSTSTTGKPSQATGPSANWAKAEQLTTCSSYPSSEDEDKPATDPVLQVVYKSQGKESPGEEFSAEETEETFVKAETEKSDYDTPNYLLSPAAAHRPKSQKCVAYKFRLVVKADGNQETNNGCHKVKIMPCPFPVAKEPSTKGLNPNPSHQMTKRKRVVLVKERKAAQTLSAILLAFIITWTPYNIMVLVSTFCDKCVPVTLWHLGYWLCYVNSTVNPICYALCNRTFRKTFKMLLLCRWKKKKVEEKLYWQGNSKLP
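Test system: CHO-K1 hM5 cells / Doses: single-point, 3 µM nominal / Times: Post-acetylcholine fluorescence recording 140 s / Technique: Fluo-8 calcium fluorescence / Measure: Max/basal fluorescence ratio as % of EC20–EC100 ACh window / Benchmarks: low control EC20 acetylcholine (0%), high control EC100 acetylcholine (100%) / Replicates: one well per compound, no replicates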
CHRM5 agonist: agonists of human muscarinic M5 receptor (CHRM5); activation, % at 3 µM; P08912; AID 624037; actives 0.19% (n = 360,000); CHO-K1 hM5 cells, Fluo-8 calcium fluorescence; 0% DMSO wells, 100% maximal acetylcholine response;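 active means activation above the run's mean over test compounds plus 3 SD, cut at about 23% in these data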;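 further: signal is peak over basal fluorescence ratio across the kinetic read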
TAAR1 ag: agonists of human TAAR1 | actives 0.99% (n = 360,000) | Q96RJ0 | CHO RD-HGA16 TAAR1, Fluo-8 calcium fluorescence; vehicle wells 0%, saturating PEA agonist 100% | AID 624467 | activation, % at 3 µM;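 active means activation above the mean activation of all test compounds in the run plus 3 SD, cut at about 38% in these data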
Target sequence (Q96RJ0 whole entry, looked up): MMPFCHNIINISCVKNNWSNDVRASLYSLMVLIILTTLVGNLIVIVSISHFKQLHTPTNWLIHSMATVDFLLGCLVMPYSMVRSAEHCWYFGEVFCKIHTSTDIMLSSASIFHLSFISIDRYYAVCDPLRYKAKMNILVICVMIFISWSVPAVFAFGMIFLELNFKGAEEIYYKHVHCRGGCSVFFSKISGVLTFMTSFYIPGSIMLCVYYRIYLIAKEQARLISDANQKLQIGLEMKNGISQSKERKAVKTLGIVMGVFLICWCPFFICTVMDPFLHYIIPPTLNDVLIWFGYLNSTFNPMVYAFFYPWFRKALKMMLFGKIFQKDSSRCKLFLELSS
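System: CHO-derived RD-HGA16 cells with stable Gα16 and human TAAR1. Times: 17-24 h plating, Fluo-8 75 min 37 °C, 30 min RT. Measured by: calcium-sensitive Fluo-8 signal, excitation 470-495, emission 515-575 nm. Read-out basis: % activation relative to PEA EC100 response. Control set: DMSO and PEA EC100. Repeats: no replicates (n 1).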
CHRM4 PAM: potentiates acetylcholine response at human M4 receptor | AID 624126 | activation, % at 3 µM | CHO-K1 hM4/Gqi5, Fluo-8 calcium fluorescence, ACh EC20; 0% = ACh EC20, 100% = maximal ACh | P08173 | actives 0.4% (n = 360,000);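 active means activation above its plate's cutoff, the mean activation of sample wells plus 3 SD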; further: some results filed as inactive read as strong as hits
CHRM5 antagonist: CHRM5 antagonism in calcium assay; P08912; AID 624040; CHO-hM5 cells, Fluo-8 calcium fluorescence, ACh EC80; inhibition, % at 3 µM; actives 0.59% (n = 360,000);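 active means inhibition above a per-plate cutoff, the mean of that plate's test compounds plus 3 SD, cut at about 27% in these data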;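 further: 0% = acetylcholine EC80 with DMSO and 100% = DMSO without agonist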
CHO-K1 Ca PAM: nonselective activator or artifact in parental CHO-K1 calcium assay. activation, % at 3 µM. actives 0.02% (n = 360,000). AID 602247. ATP EC20, Fluo-8 calcium fluorescence; 0% at ATP EC20, 100% at ATP max;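 active means activation above the run cutoff, the mean activation of all test compounds plus 3 SD, cut at about 40% in these data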;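 further: peak over basal fluorescence ratio in a 140 s read after ATP addition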
TAAR1 antag: human TAAR1 antagonism; Q96RJ0; CHO RD-HGA16 TAAR1, Fluo-8 calcium fluorescence, antagonist; inhibition, % at 3 µM; actives 1.5% (n = 360,000);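 active means inhibition above a per-plate cutoff, the mean inhibition of test compounds on that plate plus 3 SD, cut at about 49% in these data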;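 further: 0% = DMSO plus EC80 beta-PEA response and 100% = DMSO alone without agonist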
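Test system – hTAAR1-expressing CHO RD-HGA16 cells, Gα16-coupled · Reagent – β-PEA at EC80 concentration, post-compound challenge · Compound dosing – 3 µM, single point · Timing – 140 s kinetic read after compound, 140 s after agonist · Detection – Fluo-8 intracellular calcium dye fluorescence, real-time kinetic reads · Control set – DMSO and EC80 PEA controls · Repeats – n of 1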
CRFR2-BP antag: antagonists of CRF-binding protein/CRF-R2 receptor complex; AID 588475; HEK293 CRF-R2/CRF-BP, CRF-induced calcium fluorescence; inhibition, % at 11.8 µM; actives 0.59% (n = 350,000);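 active means inhibition of the ligand-induced calcium signal above about 50% at the single tested concentration, limit read from the data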
CRFBP-R2 agonist: CRF-BP/CRF-R2 complex agonism | HEK293 CRF-R2/CRF-BP, calcium dye fluorescence (FLIPR); percent of saturating CRF peptide response | actives 0.46% (n = 350,000) | activation, % at 13.2 µM;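 active means activation of at least 50%, plus an integration ratio under a set limit after plate pattern correction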;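 further: plate controls were neutral control wells without compound for no effect and CRF at EC100 for full effect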
Numbers without * were called inactive; . = not tested or not shown.

#	compound	CRFBP-R2 agonist	TAAR1 antag	CHRM5 agonist	CHRM5 PAM	CHRM4 PAM	CRFR2-BP antag	CHRM5 antagonist	CHO-K1 Ca PAM	TAAR1 ag
1	CCc1ccc(/C=N/NC(=O)c2ccccn2)cc1	3.7	-5.8	6.3	5.3	1.6	-1.8	-5.6	4.8	0.9
2	COCCCNC(=O)Cc1ccc(S(=O)(=O)N2CCOCC2)s1	0.2	-19.2	1.6	7.1	12.4	38.7	6.0	12.3	0.2
3	COc1cc(C(=O)OC(C)C(=O)Nc2ccc3c(c2)OCCO3)cc(OC)c1OC (stereo not drawn)	0.2	-4.7	-0.7	-3.8	8.9	12.1	13.7	8.1	0.7
4	COc1ccc(CNC(=O)Nc2nnc([C@@H]3C[C@H](O)[C@@H](CO)O3)s2)cc1	.	-27.1	-0.3	2.1	2.6	.	5.9	14.7	1.6
5	O=C(N/N=C/c1c(O)n(Cc2ccccc2)c(=O)c2ccccc12)c1cccnc1	64.4*	-15.3	3.7	9.9	4.0	-49.6	4.8	9.3	-0.6
6	CCN(CC)C(=O)c1cccc(C)c1	-1.4	-9.8	0.4	-3.8	3.6	6.0	4.1	-0.2	-0.9
7	CCN(CC)S(=O)(=O)c1ccc(-c2nnc(SC)o2)cc1	0.8	3.2	-2.2	-2.8	6.7	-1.7	3.5	11.5	11.6
8	Clc1ccc(-c2cc(CSc3ccccc3)on2)cc1	4.2	14.6	-4.4	-5.0	-2.1	-42.5	-4.1	0.8	7.4
9	Cc1ccc(NC(=O)c2sccc2-n2cccc2)c(C)c1	0.2	-11.8	-16.4	-6.7	-0.7	30.6	-1.5	26.4	2.8
10	Cc1cnc(NC(=O)CSc2nnc(C)n2N)s1	6.4	-4.1	-3.4	9.3	-3.7	1.3	-12.6	3.7	2.4
11	Cc1ccc(S(=O)(=O)N2CCCCC2C(=O)NCc2ccco2)cc1 (stereo not drawn)	2.1	-4.4	-6.2	1.6	6.7	11.4	-1.9	-5.8	2.2
12	COc1ccc(N(C(C)=O)c2nc3ccccc3[nH]2)cc1	-3.1	-20.8	3.8	-5.8	6.1	-0.6	-12.6	17.0	2.1
13	CN1C(=O)NC(NC(=O)c2ccco2)(C(F)(F)F)C1=O (stereo not drawn)	-2.2	-2.8	1.5	5.3	-0.7	-4.0	-6.2	16.9	9.1
14	COc1ccc(Nc2nnc(SC(C)C(=O)NC3CC3)s2)cc1 (stereo not drawn)	-1.0	3.4	-4.5	0.4	3.1	3.5	14.8	9.8	1.9
15	Cc1ccc(C(=O)N2CCC(n3nccc3NC(=O)C3CCOC3)CC2)cc1 (stereo not drawn)	-2.8	-7.7	-3.4	-6.7	2.4	-2.2	8.2	16.6	1.6

One compound at a time, from the list above:
Profile of CCN(CC)C(=O)c1cccc(C)c1 : CRFBP-R2 agonist = -1.4; TAAR1 antag = -9.8; CHRM5 agonist = 0.4; CHRM5 PAM = -3.8; CHRM4 PAM = 3.6; CRFR2-BP antag = 6.0; CHRM5 antagonist = 4.1; CHO-K1 Ca PAM = -0.2; TAAR1 ag = -0.9
Profile of COc1ccc(Nc2nnc(SC(C)C(=O)NC3CC3)s2)cc1 (stereo not drawn) : CRFBP-R2 agonist = -1.0; TAAR1 antag = 3.4; CHRM5 agonist = -4.5; CHRM5 PAM = 0.4; CHRM4 PAM = 3.1; CRFR2-BP antag = 3.5; CHRM5 antagonist = 14.8; CHO-K1 Ca PAM = 9.8; TAAR1 ag = 1.9

Following part:
#	compound	CRFBP-R2 agonist	TAAR1 antag	CHRM5 agonist	CHRM5 PAM	CHRM4 PAM	CRFR2-BP antag	CHRM5 antagonist	CHO-K1 Ca PAM	TAAR1 ag
16	Cc1nnc(SCC(=O)c2c(N)n(Cc3ccccc3)c(=O)n(C)c2=O)n1C	0.2	3.1	-6.4	5.4	3.1	7.9	3.8	14.7	0.4
17	O=C(Cn1c(=O)n(CC(=O)N2CCCCC2)c(=O)c2sccc21)NCc1ccccc1	-0.6	-12.2	-4.3	-0.6	0.3	2.0	5.4	-9.1	0.9
18	COc1ccc(NC(=O)CN2C(=O)COc3ccc(C)cc32)c(OC)c1	0.2	6.6	4.7	0.1	3.2	-2.6	1.7	-10.7	5.3
19	Cc1onc(-c2c(F)cccc2Cl)c1C(=O)c1ccccc1	0.4	-0.4	-13.3	4.1	-3.5	29.7	-1.0	19.6	7.6
20	COc1ccc(C2=NOC(C)(c3nnc(-c4ccccc4)o3)C2)cc1 (stereo not drawn)	-1.6	4.8	0.7	3.2	2.3	1.9	6.1	4.9	6.5
21	COCCn1c(CN2CCN(C)CC2)nc2c1c(=O)n(C)c(=O)n2C	-0.8	-16.8	1.3	-2.7	-11.3	-11.0	2.2	-6.6	3.0
22	COc1ccc2c(c1)C(C)=CC(C)(C)N2S(=O)(=O)c1ccc(C)cc1	-1.9	11.1	-5.3	-10.4	-6.2	19.2	11.4	12.1	-0.2
23	NNC(=O)c1ccc(COc2ccc3c(c2)CCC3)o1	0.9	3.4	-1.0	-2.4	8.4	-18.7	1.5	13.6	0.7
24	Cc1cc(C)nc(N2CCC(C(=O)NCCc3ccc(Cl)cc3)CC2)n1	-3.7	18.2	-0.4	3.6	6.0	15.2	5.3	1.2	-0.5
25	CCOc1ccccc1NC(=O)COc1coc(CN2CCc3ccccc32)cc1=O	0.5	3.9	-1.3	-13.2	-4.3	2.7	9.0	13.0	2.4
26	COc1ccc(-c2ccccc2[C@H]2[C@@H]3C=CC[C@@H](C)[C@@H]3C(=O)N2Cc2ccccc2)cc1	3.1	9.2	0.6	-4.8	-10.8	18.7	0.1	3.0	-0.4
27	COc1ccc(C2Nc3ccccc3C(=O)N2Cc2ccco2)cc1COc1ccc(F)cc1 (stereo not drawn)	0.4	17.6	-3.9	-17.1	-5.4	23.1	12.4	3.6	-2.8
28	O=C(N/N=C/c1ccccn1)c1cc([N+](=O)[O-])cc([N+](=O)[O-])c1	-1.7	-1.6	1.9	-0.6	6.1	8.5	2.5	20.8	7.0
29	O=C(COC(=O)CCCN=C1NS(=O)(=O)c2ccccc21)NNC(=O)c1ccccc1	1.5	-20.8	2.7	-0.8	4.0	-4.2	2.2	12.9	0.5
30	COC(=O)c1cc(NC(=O)C(C)c2ccc(CC(C)C)cc2)ccc1O (stereo not drawn)	17.9	29.5	5.0	-3.9	-8.6	-112.0	-5.1	7.0	14.4
31	Cc1ccc(-c2ccc(/C=N/n3cnnc3)o2)cc1Cl	-1.8	17.2	-8.4	-0.1	4.3	9.7	0.6	12.6	7.1
32	CC1CN(C(=O)COC(=O)c2nn(-c3ccccc3)c(=O)c3ccccc23)CC(C)O1 (stereo not drawn)	-1.0	-8.4	2.2	0.9	9.7	15.1	0.5	13.5	0.1
33	C=CCc1ccc(OC)c(OC)c1	-1.6	-0.1	2.9	0.9	7.2	11.2	7.7	-16.0	0.6
34	O=[N+]([O-])c1ccc(/C=N\N2CCN(c3ccc(Cl)cc3)CC2)cc1	0.7	-12.5	-3.7	2.5	0.8	6.7	-2.4	20.9	13.8
35	COCCNC(=O)COc1ccc(C)cc1C	-0.4	-9.6	-1.0	-2.5	14.1	-14.0	-4.6	1.8	4.7
36	O=C(c1c[nH]c(C(=O)C(Cl)(Cl)Cl)c1)c1ccc(F)cc1F	0.2	0.4	0.3	-12.5	-2.0	3.3	27.5*	15.2	3.9
37	Cc1ccc(C(=O)N/C(=C\c2sccc2C)C(=O)NCc2ccco2)cc1	0.1	2.9	5.0	-1.4	-3.2	-1.1	2.8	13.2	1.7
38	COc1ccc(NC(=S)NC23CN4CN(CN(C4)C2)C3)c(OC)c1	-0.8	-7.2	0.7	5.0	0.4	0.5	-10.1	-14.1	6.3
39	CCOc1ccc(-n2c(SCC(=O)OC)nc3sc4c(c3c2=O)CCN(C)C4)cc1	-0.8	-16.5	-2.5	0.9	2.3	24.5	4.6	10.8	20.4
40	NS(=O)(=O)c1ccc(N2CCOCC2)c(C(=O)NCc2cccs2)c1	0.8	-1.0	1.2	6.8	7.6	8.8	10.9	14.3	0.7
41	CCOC(=O)c1sc(NC(=O)CN2C(=O)C3CC=CCC3C2=O)nc1C (stereo not drawn)	5.8	12.3	0.7	-9.9	-3.8	-6.5	0.1	6.6	-2.7
42	CCOC(=O)Cc1csc(SCC(=O)Nc2ccc3[nH]c(=O)[nH]c3c2)n1	0.1	10.9	1.4	6.6	8.5	2.6	-9.5	3.2	1.9
43	CCOC(=O)Cc1csc(NC(=O)Cc2cccs2)n1	-0.7	0.7	0.8	0.8	-3.2	24.3	2.9	-2.7	11.2
44	COc1ccc(CCNC(=O)Nc2nnc([C@@H]3C[C@H](O)[C@@H](CO)O3)s2)cc1OC	.	-4.0	1.4	3.0	4.2	.	6.2	7.8	2.3
45	CCOc1ccccc1NC(=O)CSc1ccc(-c2ccco2)nn1	0.5	-10.7	-3.0	-8.3	0.5	12.9	-4.2	-23.3	5.1
46	N#Cc1ccc(CN(c2ccncc2)S(=O)(=O)c2ccccc2)cc1	-0.9	-22.2	-3.7	4.2	2.0	-2.4	2.6	17.0	6.3
47	O=C(Nc1ccc(-c2ccc3nncn3n2)cc1)C1CCCCC1	-0.4	-26.3	-2.6	1.3	4.7	19.8	1.1	-16.0	2.5
48	CSc1nc(C)c2c(n1)N(c1ccc(F)cc1)CC2	-0.3	-10.4	-4.7	5.3	13.0	-4.2	-2.2	28.3	5.4
49	O=S(=O)(Nc1ccc2c(c1)OCCO2)c1cccc2cccnc12	1.8	1.2	2.2	-10.4	1.4	-5.2	-1.9	4.0	5.1
50	CSCC[C@H](NC(=O)N1CCn2c1nc1ccccc12)C(=O)NC1CCCCC1	5.8	1.0	-3.1	6.7	2.1	-20.4	-4.2	12.8	-1.6
51	CC(=O)NC1=C(Nc2ccc(N(C)C)cc2)C(=O)c2ccccc2C1=O	-4.4	0.2	-0.6	1.1	-2.1	-0.1	-1.6	-0.2	2.6
52	CCc1ccc(C(=O)Nc2cc(C)on2)o1	1.9	9.1	-2.7	1.4	0.8	-7.3	4.3	-14.8	-0.7
53	COc1cccc(CCNC(=O)CCc2nnc(Cc3cc(OC)ccc3OC)o2)c1	-0.4	-7.2	1.0	4.3	0.6	9.0	0.0	15.4	-0.7
54	COc1ccc(Cl)cc1NC(=O)COC(=O)Cc1cccs1	-0.5	3.9	1.4	2.7	8.7	11.7	-3.5	-12.7	1.1
55	Cc1nn(Cc2ccc([N+](=O)[O-])cc2)c(=O)n1N(C)c1ncc(C(F)(F)F)cc1Cl	6.6	26.7	-0.1	-3.6	-1.1	10.9	3.3	5.3	13.8
56	Cc1[nH]nc2c1C(C1CC=CCC1)C(C#N)=C(N)O2 (stereo not drawn)	0.2	-9.8	-2.5	5.5	10.2	-2.9	-2.7	15.1	14.1
57	Cc1nc(NC(=S)Nc2ccccc2)sc1C	1.1	7.5	-1.9	-4.0	4.0	-6.7	8.5	20.6	8.2
